# TDP1 cell noCPT – qHTS for Inhibitors of human tyrosyl-DNA phosphodiesterase 1 (TDP1): qHTS in cells in absence of CPT; DT40 Tdp1-/- hTDP1 cells, no CPT, ATP luminescence, 48 h; Potency, µM (highest dose often 46.2 µM), for inactives: at the highest dose activity change, negative = growth inhibition, usual class: inhibitors; hit rate 15% among 420,000; also: nearly all actives have a fitted effect of over 55% in size
#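 Growth of hTDP1-complemented DT40 Tdp1-knockout cells is measured by ATP luminescence after at least 48 hr compound exposure at 37 °C, with DMSO substituting for the 20 nM CPT used in the parallel screen.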
# GCN5L2 inh – inhibitors of human GCN5L2 histone acetyltransferase; GCN5L2 HAT assay, ThioGlo1 CoA-SH fluorescence; Q92830; AID 504327; hit rate 0.21% among 390,000; Potency, µM (titrated, usually from 58.9 µM), for the others: at the top dose activity change, negative = inhibition, most hits filed as inhibitors
# Target sequence (Q92830 whole entry, looked up): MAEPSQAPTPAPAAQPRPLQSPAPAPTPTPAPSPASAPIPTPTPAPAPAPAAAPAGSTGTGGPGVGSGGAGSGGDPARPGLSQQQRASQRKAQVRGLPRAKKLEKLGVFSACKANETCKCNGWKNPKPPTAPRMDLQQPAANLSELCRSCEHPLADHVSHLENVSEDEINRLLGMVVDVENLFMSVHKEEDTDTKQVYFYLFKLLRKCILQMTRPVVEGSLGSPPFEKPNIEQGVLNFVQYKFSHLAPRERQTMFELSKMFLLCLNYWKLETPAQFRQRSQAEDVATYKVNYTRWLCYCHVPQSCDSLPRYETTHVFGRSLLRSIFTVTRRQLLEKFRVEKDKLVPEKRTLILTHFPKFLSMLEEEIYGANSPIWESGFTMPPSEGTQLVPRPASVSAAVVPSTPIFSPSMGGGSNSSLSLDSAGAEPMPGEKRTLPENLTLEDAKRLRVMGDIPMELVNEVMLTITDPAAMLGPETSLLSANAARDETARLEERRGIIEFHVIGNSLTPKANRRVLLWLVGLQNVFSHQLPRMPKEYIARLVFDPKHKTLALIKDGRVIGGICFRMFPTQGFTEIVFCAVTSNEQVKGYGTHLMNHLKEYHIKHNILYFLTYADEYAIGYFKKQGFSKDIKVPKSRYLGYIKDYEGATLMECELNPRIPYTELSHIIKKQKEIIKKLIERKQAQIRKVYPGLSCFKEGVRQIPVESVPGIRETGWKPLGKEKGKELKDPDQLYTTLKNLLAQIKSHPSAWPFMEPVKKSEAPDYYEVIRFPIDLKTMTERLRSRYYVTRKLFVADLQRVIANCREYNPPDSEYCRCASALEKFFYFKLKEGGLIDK
#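 GCN5L2 (20nM final) in 50mM HEPES, 0.1mM EDTA pH 7.5, 0.01% Tween-20 was preincubated 15 min at room temperature with compound, then given ThioGlo1 (50uM), H3(1-25) peptide (75uM) and acetyl-CoA (70uM); CoA-thiol fluorescence (Ex340/Em540) was read at 0 and 20 min.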
# TDP1 block – TDP1 (human) enzyme inhibition; Potency, µM (doses to about 130 µM), without a hit: top-dose activity change, negative = inhibition, hits mostly inhibitors; hit rate 0.28% among 350,000; recombinant TDP1, AlphaScreen DNA substrate cleavage; AID 485290; also: nearly all actives have a fitted effect of over 40% in size
#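 Steps: enzyme plus compound, 15 min RT; add biotin/phosphotyrosine-FITC oligonucleotide (15 nM final), react 5 min; add donor/acceptor beads (10 ug/ml final), 10 min; read AlphaScreen. Tdp1 at 1 nM final.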
# Starred values were filed as active, the others as inactive; ? = inconclusive; nt = no result given; & = joins results of further samples; ! = not active in a repeat; [ ] = remark or other dose. Calls follow the shape of the dose curve; as a rule, active = well fitted curve in the direction sought with a large enough effect; inconclusive = small, poorly fitted or top-dose-only effect, or another doubt; inactive = no such curve, though single readings can be large; an effect the other way counts as inactive or inconclusive. % is scaled to controls: 0 for no effect and ±100 for the full control effect; potency is read from the fitted curve at half-maximal effect. Some of the compounds tested; rates above refer to the full screens.
SMILES,TDP1 cell noCPT,GCN5L2 inh,TDP1 block
COC(=O)CCNC(=O)NC(CCC(C)C)c1c(-n2cccc2)sc2c1CCN(C)C2 (centres undefined),?,-1%,4%
CNC(=O)Nc1cccc2cccnc12,1%,-8%,nt
CC(C)CCN1NC2(CCC(C)CC2)NC1=S (centres undefined),3%,-5%,10%
Cn1c(=O)n(C)c2cc(NS(=O)(=O)c3ccc(C(C)(C)C)cc3)ccc21,18µM*,-20%,nt
O=C(/C=C/c1ccc(N2CCCCC2)c([N+](=O)[O-])c1)c1ccc(S(=O)(=O)N2CCCC2)cc1,9.2µM*,-6%,11%
CC1(NC(=S)Nc2ccc(NC(=S)NC3(C)CCS(=O)(=O)C3)cc2)CCS(=O)(=O)C1 (centres undefined),-3%,3%,-4%
CCOC(=O)CSc1nc2sc3c(c2c(=O)n1-c1ccccc1)CCN(C(C)C)C3,?,5%,nt
CN1CCN(c2ccc(NS(=O)(=O)c3ccc(Cl)cc3)cn2)CC1,-22%,-2%,3%
COC(CNC(=O)C(=O)Nc1cc2c3c(c1)CCN3C(=O)CC2)OC,33%[activator],-1%,1%
Fc1cccc(NC(=S)NCc2ccc(Cl)cc2)c1,?,-3%,0%
Cc1cccc(C)c1NC(=O)Cn1nnc(C(=O)Nc2c(C)cccc2C)c1N,-15%,-2%,2%
COC(=O)C1=C(C)N(CC2CC2)C(=O)N[C@H]1c1ccc(Br)cc1,?,-4%,2%&5%
C[C@@H](CSc1ccc(Br)cc1)CN1CC[C@H](C(C)(C)C)CCC1=O,?,-9%,-10%
Cc1ccc(NS(=O)(=O)c2ccc3oc(=O)c4ncn(C)c4c3c2)cc1C,-27%,-10%,-4%[12.3 µM]
CN1CCN(C(=O)Nc2ccc3c(c2)N(C)C(=O)c2ccccc2S3)CC1,-24%,-3%,2%
O=C(Nc1ccccc1)C1=C[C@@H](c2ccc(Br)cc2)C[C@@H](OCCCCO)O1,?,-12%,-13%
CCOc1ccccc1CNC(=O)Cn1c(-c2ccccc2)cc(C(C)=O)c1C,?,-7%,4%
CCN(CC)CCCN=C1N[C@@H](c2cccc(C(F)(F)F)c2)C(C(=O)OC)=C(C)N1CC,-86%,-7%,0%
O=C1NC(c2ccccc2)=NC1(NS(=O)(=O)c1ccccc1)C(F)(F)F (centres undefined),-6%,0%,1%
O=C(COC(=O)c1ccccc1C(=O)c1ccc(Cl)cc1)NCc1ccccc1,18µM*,-5%,0%
O=C(CSc1c2c(nc3ccc(Cl)cc13)CCCC2)N1CCN(c2ccc(Cl)cc2)CC1,16µM*,-7%,2%
O=C(COc1ccccc1[N+](=O)[O-])N(Cc1cccc(Br)c1)C1CCS(=O)(=O)C1 (centres undefined),?,-8%,1%
O=C1C2CCCN2C(c2ccccc2)N1c1cccc(Cl)c1 (centres undefined),2%,-4%,0%
Cc1ccc(-c2nc(C=Nc3ccc(O)cc3)c(O)o2)cc1,10µM*,-11%,7%
CNCC(O)COc1cccc(OC)c1 (centres undefined),-6%,-3%,1%

# Individual results from the list:
# `CN1CCN(c2ccc(NS(=O)(=O)c3ccc(Cl)cc3)cn2)CC1` in TDP1 block is entered as 3%
# `Cc1ccc(NS(=O)(=O)c2ccc3oc(=O)c4ncn(C)c4c3c2)cc1C` in TDP1 block is entered as -4%[12.3 µM]

# (next part)
SMILES,TDP1 cell noCPT,GCN5L2 inh,TDP1 block
CC[C@]1(O)C[C@H]2CN(CCc3c([nH]c4ccccc34)[C@@](C(=O)OC)(c3cc4c(cc3OC)N(C=O)[C@H]3[C@@](O)(C(=O)OC)[C@H](OC(C)=O)[C@]5(CC)C=CCN6CC[C@]43[C@@H]65)C2)C1,0.24µM*!,-13%,2%
C=CCOC(=O)/C(=C\c1ccc(OC)cc1)NC(=O)c1ccco1,-10%,-6%,2%
COc1nccc(-c2ccc(F)cc2)c1C#N,-25%,3%,-3%
O=C(O)c1cc(S(=O)(=O)Nc2ccc3cn[nH]c3c2)ccc1Br,7%,-1%,0%
CC(=O)c1ccc(N2CCN(C(=S)NCc3ccco3)CC2)cc1,?,-8%,3%
N#CC(C#N)=C1C(=O)N(CCN2CCOCC2)c2ccccc21,?,0%,nt
Cn1c(Cc2ccccc2)nnc1SCC(=O)N1CCOCC1,0%,-9%,7%
CC(C)CC(NC(=O)C1CCCN1C(=O)OC(C)(C)C)C(=O)NCC(N)=O (centres undefined),-14%,-6%,2%
CCOC(=O)Nc1nc(C)c(C(=O)c2ccc(Cl)cc2)s1,?,-14%,-2%
Cc1ccc(S(=O)(=O)N2CCCCC2)cc1NC(=O)c1cccs1,-10%,-2%,1%
COc1ccc(NC(=O)COC(=O)c2ccc(S(=O)(=O)N3CCCCCC3)cc2)c(OC)c1,1%,-15%,-3%
CN(C)S(=O)(=O)c1ccc(NC=C(C#N)C#N)cc1,-1%,-18%,nt
O=C(N/N=C/c1ccc2ncccc2c1)c1cccc([N+](=O)[O-])c1,-15%,-4%,-4%
COc1ccc(Nc2ccc(N3C(=O)CCCC3=O)cc2[N+](=O)[O-])c(OC)c1,-25%,-4%,5%
COc1ccc(-c2cc(CNC(=O)CN3CCN(C)CC3)on2)cc1,-4%,-7%,3%
O=C(CSc1nc(=O)[nH]c2c1CCC2)NCc1ccccc1Cl,-11%,-20%,-5%
COc1ccc(CNC(=O)C(=O)N2CCC3(CC2)OCCN3S(=O)(=O)c2ccc(C)cc2)cc1,-25%,-3%,-5%[0.505 µM]
COc1ccc(Br)c(C(=O)OCC(=O)N2CCc3ccccc32)c1,2%,-7%,-4%
O=C(Nc1ccc(-n2cnnn2)cc1)c1cccc(S(=O)(=O)N2CCCC2)c1,0%,-1%,2%
C=CCOc1nc2c(c(=O)n(C)c(=O)n2C)n1Cc1ccc(Cl)cc1,15µM*,29%,-2%
CCN(CC)S(=O)(=O)c1ccc(C(=O)N2CCN(C(=O)c3ccco3)CC2)cc1,-2%,2%,-1%
CC(=O)NS(=O)(=O)c1ccc(NC(=O)c2ccccc2F)cc1,3%,-5%,3%
CCSc1nc(=O)c2c(n1C)NC(=O)CC2c1ccc(O)cc1OC (centres undefined),0%,-4%,2%
CC(=O)Nc1cc(Cl)c(N=Cc2ccc(O)cc2O)cc1Cl,-16%,-9%,5%
Cc1cccc(Cn2c(=O)n(Cc3ccccc3)c(=O)c3c2c2cc(C)ccc2n3C)c1,-19%,0%,6%

# Further entries:
SMILES,TDP1 cell noCPT,GCN5L2 inh,TDP1 block
CCOC(=O)c1ccc(N2C(=O)CC(NC3CCN(C(=O)c4cccc(Cl)c4)CC3)C2=O)cc1 (centres undefined),-3%,-23%,3%
CC(OC(=O)c1ccc([N+](=O)[O-])o1)C(=O)Nc1nc(-c2ccc(F)c(F)c2)cs1 (centres undefined),21µM*,-9%,-1%
CC(CCc1ccccc1)NC(=O)CCNS(=O)(=O)c1ccccc1 (centres undefined),-10%,-6%,-6%
CCOC(=O)c1c(C)[nH]c(C(=O)COC(=O)c2ccc([N+](=O)[O-])o2)c1C,26µM*,-5%,0%
Cc1nn(-c2ccc3nnc(Br)n3n2)c(C)c1Br,nt,-5%,4%
COc1ccc(NC(=O)N2CCCC(C(=O)Nc3ccccc3OC)C2)cc1 (centres undefined),-1%,0%,0%
Cc1ccc(/C=C2/NC(=O)N(Cc3ccccc3F)C2=O)o1,?,38%[activator],4%
Cc1ccccn1,0%,-2%,nt
CC(C)CCNc1nc2c(c(=O)[nH]c(=O)n2C)n1CC(O)COC(C)C (centres undefined),-11%,1%,-5%
Cc1c(C(=O)Nc2cccc(C(F)(F)F)c2)sc2nc[nH]c(=O)c12,21µM*,-10%,1%
O=C(Cn1nc(-c2ccco2)ccc1=O)Nc1ccc(Cl)c(Cl)c1,-21%,-11%,14%
Cc1cccc(N(C(=O)Cn2nnc3ccccc32)C(C(=O)NCc2ccco2)c2ccncc2)c1C (centres undefined),-17%,0%,6%
COc1ccc(CC(NC(C)=O)C(=O)NC2CCN(c3c4c(nc5ncnn35)CCC4)CC2)cc1 (centres undefined),0%,-2%,-12%
CC(=O)NC1=NN(C(C)=O)C2(S1)C(=O)N(C(C)C)c1ccc(C)cc12 (centres undefined),-2%,23%,4%
COc1ccc(C(=O)N[C@H](C(=O)OCc2nc3ccsc3c(=O)[nH]2)C(C)C)cc1,-2%,-4%,-6%[0.505 µM]
COC(=O)c1ccc(C(=S)N2CCCCC2)cc1,-27%,-4%,5%
N#Cc1ccc(-c2ccc(F)cc2)nc1Oc1ccccc1,-11%,17%,-4%
OCC[C@@H]1C[C@@H](O)[C@H](O)[C@@]2(OCc3ccccc32)O1,1%,2%,nt
Cc1ccc(OCC(=O)Nc2ccc(N3CCN(C(=O)c4ccc(C)cc4)CC3)cc2)cc1,?,3%,2%
CC(C)(C)SCCNC(=O)CN(c1ccccc1)S(=O)(=O)c1ccccc1,-14%,0%,5%
CCNc1cc(O)ccc1C,-16%,-8%,5%&6%
Cc1ccc(S(=O)(=O)NC(=O)NC2CCCC2)cc1,-1%,3%,nt
CCOc1ccc(-c2c(C(=O)N/N=C(\C)c3cccs3)nnn2-c2nonc2N)cc1,22%,-3%,5%
COc1ccc(N2CCN(S(=O)(=O)CCNC(=O)Cc3ccc([N+](=O)[O-])cc3)CC2)cc1,-5%,-3%,6%
CCCC(C)c1nnc(NC(=O)C2CC(=O)N(CCc3ccc(F)cc3)C2)s1 (centres undefined),?,-8%,1%

# Later entries:
SMILES,TDP1 cell noCPT,GCN5L2 inh,TDP1 block
COc1ccc(NC(=O)CC2C(=O)N(c3ccc(Cl)cc3)C(=S)N2CCc2ccccn2)cc1 (centres undefined),?,?,0%
CCCSc1nc2[nH]ncc2c(=O)[nH]1,3%,2%,-5%
COC(=O)c1cc(OC)c(OC)cc1NC(=O)Nc1ccccc1F,-6%,-3%,6%
CCOc1ccc(C(C)=O)cc1COC(=O)C(C)N=C1NS(=O)(=O)c2ccccc21 (centres undefined),-5%,-3%,1%
COc1cc2[nH]c(=O)n(CCC(=O)N3CCN(c4ccc(Cl)cc4)CC3)c(=O)c2cc1OC,-25%,-4%,6%
Cc1cc(C)c[n+](-c2nc([O-])sc2C=O)c1,-1%,-6%,1%
CCc1ccc(S(=O)(=O)Nc2cccc(-c3ccc(N4CCOCC4)nn3)c2)cc1,?,-10%,7%
CCC1(C)Cc2c(sc3nnn(CC(=O)Nc4ccc(C)cc4)c(=O)c23)CO1 (centres undefined),?,?,3%
COc1ccc2oc(C(=O)CCC(=O)O)c(N)c2c1,30%,-10%,-1%
NNC(=O)CCN1CCN(Cc2ccccc2)CC1,12%,-3%,3%
O=C(Cn1nnc(-c2ccc([N+](=O)[O-])cc2)n1)NNC(=O)c1ccccc1,-12%,-17%,7%
Cc1c(Cl)cccc1NC(=O)CN1C(=O)COc2ccc(S(=O)(=O)N3CCCCCC3)cc21,?,-2%,5%
O=c1c2ccccc2nc2oc3ccccc3n12,-22%,-7%,3%
CCOC(=O)c1c(C(=O)OCC)c(C)n(CCc2ccccc2)c1C,?,-1%,8%
CCn1ccnc1CN(C)C(=O)c1ccc2nc(Cc3ccc(OC)cc3)oc2c1,-4%,-6%,9%
CCN(C(=O)C(=O)c1c[nH]c2ccccc12)c1ccccc1,-10%,-5%,nt
COc1ccccc1CNC(=O)c1cc(-c2ccccc2C)nn1CC1CC(c2cccnc2)=NO1 (centres undefined),?,-18%,1%
O=C1CSc2ccc(C(=O)N3CCN(c4ccccn4)CC3)cc2N1,-16%,-2%,-2%
COCCCn1cnc2c(c1=O)c1nc3ccccc3nc1n2CCc1ccccc1,18µM*,-9%,1%
CCOc1ccc(OCC)c(NC(=O)C2CCN(S(=O)(=O)c3cn(C)cn3)CC2)c1,-3%,2%,6%

# Structures above that have fluorine, in the order listed:
SMILES,TDP1 cell noCPT,GCN5L2 inh,TDP1 block
Fc1cccc(NC(=S)NCc2ccc(Cl)cc2)c1,?,-3%,0%
CCN(CC)CCCN=C1N[C@@H](c2cccc(C(F)(F)F)c2)C(C(=O)OC)=C(C)N1CC,-86%,-7%,0%
O=C1NC(c2ccccc2)=NC1(NS(=O)(=O)c1ccccc1)C(F)(F)F (centres undefined),-6%,0%,1%
COc1nccc(-c2ccc(F)cc2)c1C#N,-25%,3%,-3%
CC(=O)NS(=O)(=O)c1ccc(NC(=O)c2ccccc2F)cc1,3%,-5%,3%
CC(OC(=O)c1ccc([N+](=O)[O-])o1)C(=O)Nc1nc(-c2ccc(F)c(F)c2)cs1 (centres undefined),21µM*,-9%,-1%
Cc1ccc(/C=C2/NC(=O)N(Cc3ccccc3F)C2=O)o1,?,38%[activator],4%
Cc1c(C(=O)Nc2cccc(C(F)(F)F)c2)sc2nc[nH]c(=O)c12,21µM*,-10%,1%
N#Cc1ccc(-c2ccc(F)cc2)nc1Oc1ccccc1,-11%,17%,-4%
CCCC(C)c1nnc(NC(=O)C2CC(=O)N(CCc3ccc(F)cc3)C2)s1 (centres undefined),?,-8%,1%
COC(=O)c1cc(OC)c(OC)cc1NC(=O)Nc1ccccc1F,-6%,-3%,6%
